Screening results deposited in PubChem by several laboratories.
Peg3 prom inh: Peg3 promoter-driven luciferase inhibitors, primary screen, cell-based, HeLa, luciferase luminescence; 360,000 compounds, 1.7% hits; HeLa PEG-Prom luciferase reporter, overnight; inhibition, % at 20 µM;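 active = inhibition of at least 50% at 20 µM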
CF NFkB inh: inhibitors of PAF-induced NF-kB signaling, primary screen, cell-based, GFP fluorescence, uHTS | inhibition, % at 5 µM | 360,000 compounds, 0.86% hits | KKLEB NF-kB-GFP reporter, GFP fluorescence overnight;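 active = at least 50% inhibition at 5 µM, scaled per plate between neutral and stimulator controls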;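 note: PAF is a Pseudomonas aeruginosa culture filtrate used as stimulus; plate controls were PAF-stimulated DMSO wells for no effect and unstimulated DMSO wells for full effect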
NR2E3 ag-1: inhibitors of NR2E3-RetCOR corepressor binding, primary screen, NR2E3 agonist project, biochemical, TR-FRET, GST-NR2E3, biotin-RetCOR. Photoreceptor-specific nuclear receptor (Homo sapiens), Q9Y5X4. 1536-well. inhibition of corepressor binding, % at 4.78 µM. 320,000 compounds, 0.12% hits. AID 2300, 2010;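 active = percent inhibition above the cutoff of mean plus 3 SD of all tested compounds, set per screening campaign, cut at about 20% in these data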;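 note: 0% = DMSO wells and 100% = biotin wells as full block of FRET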
Target sequence (Q9Y5X4 whole entry, looked up): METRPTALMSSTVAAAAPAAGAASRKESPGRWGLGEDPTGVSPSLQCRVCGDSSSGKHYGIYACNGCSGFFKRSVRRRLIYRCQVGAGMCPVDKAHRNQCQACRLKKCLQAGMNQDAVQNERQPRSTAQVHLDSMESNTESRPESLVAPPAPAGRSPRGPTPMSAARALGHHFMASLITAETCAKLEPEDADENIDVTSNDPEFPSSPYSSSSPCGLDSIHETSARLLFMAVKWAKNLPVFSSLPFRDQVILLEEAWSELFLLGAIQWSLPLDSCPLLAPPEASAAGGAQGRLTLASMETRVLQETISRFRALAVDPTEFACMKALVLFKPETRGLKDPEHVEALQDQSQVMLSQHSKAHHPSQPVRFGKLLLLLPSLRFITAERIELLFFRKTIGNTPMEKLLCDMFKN
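System: GST-tagged NR2E3 plus biotinylated RetCOR corepressor; Buffer or medium: pH 7.5 Tris-based buffer; Probe or stimulus: RetCOR corepressor, biotinylated, 7 nM; Doses: compound at 4.8 µM, single dose; Schedule: 5 h incubation at 4 °C; Technique: time-resolved FRET; Evaluation: percent inhibition of TR-FRET ratio; Replication: one well per compound, singlicate testing.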
TWEAK Fn14 block: inhibitors of TWEAK-Fn14 signaling, primary screen, luciferase reporter cells, uHTS | TWEAK-stimulated Fn14 reporter cells, luciferase luminescence, 8 h | inhibition, % at 10 µM | 360,000 compounds, 2% hits; in the data active = inhibition above about 50%
TRAIL sens C8: viability loss with TRAIL in NB7+C8 cells, primary screen, TRAIL sensitizer project, cell-based, ATPlite luminescence. inhibition (viability loss, TRAIL sensitization), % at 10 µM. 360,000 compounds, 1% hits. AID 624354, 2012;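 active = compounds causing at least 50% loss of cell viability in the single-dose screen, relative to plate controls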
Shn3 3UTR inh: reduction of Shn3 3'UTR firefly luciferase signal, primary screen, Schnurri-3 inhibitor project, cell-based, Clone20 osteoblasts, set 2. Clone20 osteoblast Shn3 3'UTR firefly luciferase, 24 h. inhibition, % at 12.5 µM. 360,000 compounds, 0.52% hits;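 active = mean inhibition of at least 75% with every replicate also reaching 75%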;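 note: 0% = median of neutral control wells and 100% = pilot-screen positive control compound; some compounds past the cut are filed as inactive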
HIF-2a block: HIF-2a reporter inhibitors, primary screen, luminescence, 786-0 RCC cells. 360,000 compounds, 0.72% hits. 786-0 RCC cells HIF-2a reporter, luciferase luminescence, overnight. inhibition, % at 18.8 µM. AID 624352, 2012;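 active = inhibition of the luminescence signal of 40% or more relative to plate controls, in a single-dose primary screen at 18.75 µM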
TROY signal inh: inhibitors of TROY-driven NF-kB signaling, primary screen, Q293 LMP1-TROYcd cells, NF-kB luciferase, uHTS; Q293 LMP1-TROYcd NF-kB luciferase reporter, 4 h; inhibition, % at 10 µM; 360,000 compounds, 0.98% hits;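 active = compounds whose plate-normalised and pattern-corrected inhibition of the luciferase reporter signal at the single screening dose is 50% or more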
TRPM1 prom inh: inhibitors of MITF-dependent TRPM1 promoter reporter, primary screen, cell-based, SK-MEL-5, single point, luciferase; SK-MEL-5 TRPM1 promoter luciferase, 24 h; inhibition, % at 12.5 µM; 330,000 compounds, 0.83% hits;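 active = mean inhibition across replicates of 60% or more, whatever share of single replicates reaches that level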; note: values of inactives mirror those of a sister screen read the other way
NR2E3 ag-2: NR2E3 agonists in two-hybrid cells, primary screen, cell-based, luminescence, CHO-S, Gal4-NCOR/VP16-NR2E3; AID 602229, 2012; 360,000 compounds, 0.35% hits; luciferase; Photoreceptor-specific nuclear receptor (Homo sapiens), Q9Y5X4; inhibition of corepressor binding, % at 3.98 µM;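 active = inhibition above the mean of all tested compounds plus 3 SD, cut at about 70% in these data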;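 note: 0% = DMSO with NR2E3 transfected cells and 100% = cells lacking NR2E3 construct; higher means lower luciferase signal from less NR2E3 corepressor binding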
KKLEB cytotox: cytotoxicity in KKLEB CF airway cells, primary screen, cytotoxicity control for CF NF-kB inhibitor project, cell-based, uHTS, fluorescence assay plates | KKLEB CF airway cells viability, ATPlite luminescence, overnight; active compounds read low; cells stimulated with P. aeruginosa culture filtrate | activity change (cytotoxicity), % at 5 µM | 360,000 compounds, 0.36% hits | AID 602141, 2011;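 active = corrected activity change at or below -50% at 5 µM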
Starred values were filed as active, the others as inactive; . = not tested or not shown. This is a subset, so the mix of outcomes need not match the whole.

SMILES,NR2E3 ag-1,TRAIL sens C8,KKLEB cytotox,NR2E3 ag-2,HIF-2a block,CF NFkB inh,Shn3 3UTR inh,TRPM1 prom inh,TROY signal inh,Peg3 prom inh,TWEAK Fn14 block
CCOc1ncccc1C(=O)OCC(=O)NC1CC1,0,-9,1,6,16,-5,-7,13,16,7,-1
CCc1ccc(-c2nc(CN3CCC(C(=O)N4CCN(c5ccccn5)CC4)CC3)c(C)o2)cc1,4,34,-20,20,-12,-2,-2,37,2,30,35
CN(C)CCn1c2c(c(SCC(=O)NCc3ccccc3)nc1=O)CCC2,5,3,-6,2,11,10,-4,-12,-2,4,15
Cc1c(NC(=O)/C(C#N)=C/c2ccccc2)c(=O)n(-c2ccccc2)n1C,3,-8,-2,4,16,-11,-4,9,9,9,11
CC(C)NCCOc1cccc(Br)c1,-3,9,-7,-12,21,3,1,3,-4,16,8
CC(C)N1CC2(c3ccccc3)CN(C(C)C)CC(c3ccccc3)(C1)C2=O,-4,-6,0,17,4,10,-5,-5,-11,4,3
Nc1nc2ccccc2n1/N=C/c1ccc2c(c1)OCO2,0,0,-2,-104,-384,-7,-41,.,-60,-237,-19
CCOc1ccc(NC(=S)NC(C)C(c2ccccc2)N2CCN(C)CC2)cc1 (stereo not given),0,4,5,-5,18,-8,-18,-3,-5,7,17
Cc1ccnc(NS(=O)(=O)c2ccc(NC(=O)c3cc(-c4ccc(Br)cc4)nc4ccccc34)cc2)n1,-1,-6,4,3,6,-56,6,-11,37,1,6
N#CC1=C(SCC(=O)Nc2ccccc2)NC(=O)CC1c1ccco1 (stereo not given),3,2,-12,-83,-261,-2,-79,-53,-16,-219,-20
Nc1nc(Br)c2c(F)cccc2c1-c1ccc(Cl)cc1,2,-6,-23,-16,-5,35,7,9,-4,41,16
CN(C)c1ccc(C(CNS(=O)(=O)c2ccc3ccccc3c2)N2CCOCC2)cc1 (stereo not given),3,2,8,5,3,-3,-9,0,1,7,-2
COc1ccc(N(C(=O)c2ccco2)C(C(=O)NC2CCCC2)c2cccs2)cc1 (stereo not given),-1,4,6,-9,21,-5,-13,0,-19,10,2
CC1(C)CC(=O)C2=C(C1)Nc1cc(Cl)ccc1S2,-2,3,1,-11,13,-8,6,6,18,13,10
COC(=O)Cc1c[nH]c2cccc(OCC(O)CN(Cc3ccc([N+](=O)[O-])cc3)C(C)(C)C)c12 (stereo not given),2,-3,2,-6,18,2,12,12,11,46,-6
O=C(N/N=C/c1ccc(C(=O)O)cc1)C1=NNC(c2ccccc2)(c2ccccc2)C1,-1,-6,8,-17,8,-10,12,-5,-29,-7,14
COCOCCn1cc(CN2CCS(=O)(=O)N(Cc3ccc(-c4cccc(N(C)C)c4)cc3)C(C(C)C)C2=O)nn1 (stereo not given),.,0,-24,-2,4,-6,-1,.,-13,18,7
CCOC(=O)N1CCC(C(N)=O)CC1,0,-10,-1,0,11,-6,-2,19,-3,5,3
Cc1cc2c(cc1S(=O)(=O)Nc1ccc(F)cc1)n(C)c(=O)c(=O)n2C,1,-5,-12,-34,13,14,-2,8,8,23,-7
N#CC(=C=[N-])/C=C(\C(=O)c1ccccc1)[n+]1ccccc1,-2,-4,-8,-5,11,2,5,1,-17,14,-3
COc1ccc(-c2cccc([C@H]3[C@@H]4C=CC[C@@H](C)[C@@H]4C(=O)N3Cc3ccccc3)c2)cc1,.,15,4,-35,14,-8,2,-9,-3,12,-10
COC(=O)c1ccc(COc2ccccc2/C=C(\C#N)C(=O)Nc2ccccc2C)cc1,0,15,-18,-6,-1,9,-2,-8,7,-43,-12
Oc1c(C(c2ccccn2)N2CCCCC2)cc(Cl)c2cccnc12 (stereo not given),-1,12,-9,-15,13,-9,20,25,2,23,10
C/C(N)=C(/C#N)C(=O)COC(=O)COc1ccc(Cl)cc1C,3,-2,-10,-11,18,-10,-4,4,6,-1,-4
Cc1ccc(-c2cnc3cc(C)nn3c2)cc1,2,68*,-8,-159,-86,-12,-17,2,18,-81,74*

Carrying on.
SMILES,NR2E3 ag-1,TRAIL sens C8,KKLEB cytotox,NR2E3 ag-2,HIF-2a block,CF NFkB inh,Shn3 3UTR inh,TRPM1 prom inh,TROY signal inh,Peg3 prom inh,TWEAK Fn14 block
COc1cccc(-c2ccc3c(c2)C2CC3CCN2C(C)=O)c1 (stereo not given),.,0,-18,3,-35,-8,-5,-6,16,-33,17
Cc1cc(C(=O)CN2CCCC2)c(C)n1-c1ccc(Cl)cc1,-1,-9,3,-16,11,7,-4,7,15,0,-18
CCOc1ccc(NS(=O)(=O)c2cc(C(=O)N3CCN(C(C)=O)CC3)ccc2Cl)cc1,-3,-16,5,13,13,18,-3,12,-1,9,89*
CN1/C(=C\C(=O)CSc2nnc(NCc3ccccc3)s2)C(C)(C)c2ccccc21,3,9,-4,-43,19,0,80,2,42,29,15
O=C(NC(NC1CCS(=O)(=O)C1)C(Cl)(Cl)Cl)c1cccc(Cl)c1 (stereo not given),2,-7,10,16,1,-11,9,9,-34,4,10
Cc1cc(C)c(OCCCCN(C)Cc2ccccc2)c(C)c1,0,9,-10,-13,0,23,15,3,0,-17,-12
Cc1sc(NC(=O)CN2CCCC2)nc1-c1ccc2c(c1)CCN2C(=O)c1cccc(F)c1,4,11,1,-8,-24,-3,14,1,9,-8,-2
CCN(CC)CCCN=Cc1c(-c2ccccc2)[nH]n(-c2nc3ccccc3s2)c1=O,1,11,0,-11,-21,-8,-4,23,-39,2,12
CCN1C(=O)[C@H]2[C@@H](c3ccc(-c4ccc5c(c4)OCO5)cc3)N[C@@](Cc3ccccc3)(C(=O)OC)[C@H]2C1=O,.,1,11,29,15,-8,20,4,-21,17,8
COc1cc(NC(=O)C(c2ccccc2)c2ccccc2)c(C(=O)O)cc1OC,-3,14,-3,-9,3,-7,0,9,6,2,-5
Cc1nn(-c2ccc(Cl)cc2)c(=O)c2ccccc12,0,-1,8,-61,-225,-3,-82,-11,-38,-181,-7
CC(=O)Nc1ccc(NC(=O)C2Cc3c(-c4cccc(C(C)=O)c4)ccnc3O2)cc1 (stereo not given),.,2,-10,17,19,-40,-5,.,2,-4,-22
CCOC(=O)CSc1ccc(S(=O)(=O)N(C)C2CCCCC2)cc1[N+](=O)[O-],0,7,4,-10,27,-25,-10,-1,9,7,14
CCOCC(=O)Nc1ccccc1C(=O)N1CCOCC1,0,1,12,-22,20,0,7,-9,11,2,-17
N#C/C(=C/c1ccc(-c2ccc([N+](=O)[O-])cc2)o1)c1nnc(N2CCOCC2)n1-c1ccccc1,.,21,-3,5,-8,-19,3,15,10,67*,44
O=C(O)c1ccccc1/C=N/NC(=S)NC1CCCCC1,2,-2,-1,-13,1,-8,1,-4,-17,-3,15
CC(C)n1nc(C(=O)NC2CCCCCC2)c2ccccc2c1=O,-2,12,17,-9,-24,-24,0,-3,-3,5,-24
CCCCC(=O)Nc1ccc2c3c(cccc13)CC2,1,9,-2,-15,-65,19,-18,-13,-31,-59,-21
CCOc1cc(CNCc2ccccn2)cc(Cl)c1OCC,-3,23,4,16,5,-11,7,-6,-12,1,2
COc1ccc(OC)c(Nc2c3ccccc3nc3ccccc23)c1,-4,9,-11,-81,14,-13,77,15,12,29,-18
CCOC(=O)N1CCN(S(=O)(=O)N2CCCC(C(=O)NCCCN3CC(C)CC(C)C3)C2)CC1 (stereo not given),-1,11,5,-19,11,0,4,-4,-8,-1,11
COC(=O)CC1=C(c2ccc([N+](=O)[O-])cc2)CCC1=O,.,6,14,-26,-26,-34,58,-9,6,-22,-13
COc1ccc(CC2(CO)CCN(S(=O)(=O)c3cccc4cccnc34)CC2)cc1,2,-14,-22,-11,-4,17,7,0,14,-37,56*
CC(C)C(C)(C#N)NC(=O)CN1C(=O)NC2(CCCc3ccccc32)C1=O (stereo not given),-1,-3,-11,-18,19,15,-5,6,16,11,-13
COc1cc(C(=O)NNc2nc3cc4c(cc3s2)OCO4)cc(OC)c1OC,-3,-7,-5,-23,-6,12,-2,.,17,-20,19

Other entries follow.
SMILES,NR2E3 ag-1,TRAIL sens C8,KKLEB cytotox,NR2E3 ag-2,HIF-2a block,CF NFkB inh,Shn3 3UTR inh,TRPM1 prom inh,TROY signal inh,Peg3 prom inh,TWEAK Fn14 block
CCOC(=O)c1c(C)[nH]c(C(=O)CSc2nc(C)cc(C)n2)c1C,-3,-3,3,-12,-17,0,20,3,2,-5,5
CC[C@]12c3[nH]c4ccc(Cl)cc4c3CCN1C(=O)[C@@H](CC(=O)NCCCn1ccnc1)C[C@@H]2C(=O)N1CCN(C(=O)C2CC2)CC1,.,-3,15,-18,-1,5,-1,3,0,1,9
COc1ccc(Nc2ccc(S(=O)(=O)N3CCCCCC3)cc2[N+](=O)[O-])cc1,-5,14,2,12,18,1,11,21,24,20,43
CC1C(=O)N(Cc2cn(Cc3ccco3)nn2)CCS(=O)(=O)N1Cc1ccc(-c2ccc(Cl)cc2)cc1 (stereo not given),.,8,8,-9,-1,9,43,.,24,21,27
Cc1c(NC(=O)c2ccc(Br)s2)c(=O)n(-c2ccccc2)n1C,1,16,-1,1,15,-18,8,4,5,1,13
Cc1cc(NC(=O)COC(=O)C2COc3ccccc3O2)no1 (stereo not given),2,-21,-4,-5,11,-5,6,12,2,64*,14
CCOc1ccc(-c2cc(CCCC(=O)Nc3cc(OC)ccc3OC)no2)cc1,1,15,21,-24,57*,-11,25,49,23,-38,50
CC(C)Oc1cc(F)ccc1-c1cc(C(=O)NCCc2ccncc2)[nH]n1,.,7,-9,-9,12,-5,10,.,-4,-1,-10
CN(C)Cc1c(C(C)(C)O)[nH]c2ccc(C(F)(F)F)cc12,.,-13,6,-10,7,11,11,1,-4,-24,-15
CCNC(=O)N(C)[C@H]1C[C@H]2c3[nH]c4ccccc4c3CCN2C[C@H]1[C@H](C)O,.,-3,9,-1,-4,-7,-17,.,7,-2,-13
COc1cccc(NC(=O)CN(C)C(=O)/C=C/c2cc(OC)ccc2OC)c1,-4,-2,2,-9,20,6,-9,-9,-2,-3,9
Cn1c(=O)c(C(=O)c2ccccc2)c(O)c2ccccc21,-1,-28,1,16,16,-11,-7,.,11,6,17
